FXIIa single = human FXIIa protease inhibitors, primary screen, biochemical, single well; Coagulation factor XII (Homo sapiens), P00748; purified human FXIIa, AMC substrate fluorescence, 2 h; inhibition, % at 10 µM; hit rate 0.2% among 33,000; AID 701, 2007; in the data active = inhibition above about 30%;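 also: 0% = enzyme with vehicle only and 100% = no enzyme blank; many of its hits are not listed in these tables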
Target sequence (P00748 20-372 limits assumed): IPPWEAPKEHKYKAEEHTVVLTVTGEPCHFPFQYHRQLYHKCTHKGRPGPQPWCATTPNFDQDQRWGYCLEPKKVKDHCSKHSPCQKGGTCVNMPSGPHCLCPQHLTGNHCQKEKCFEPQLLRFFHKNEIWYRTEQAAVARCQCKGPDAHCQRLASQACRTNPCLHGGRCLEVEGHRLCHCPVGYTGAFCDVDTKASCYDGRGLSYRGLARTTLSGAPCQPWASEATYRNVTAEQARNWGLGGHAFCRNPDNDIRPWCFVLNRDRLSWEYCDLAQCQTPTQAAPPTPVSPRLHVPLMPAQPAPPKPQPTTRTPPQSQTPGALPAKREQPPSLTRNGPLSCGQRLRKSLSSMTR
Target sequence (P00748 373-615 limits assumed): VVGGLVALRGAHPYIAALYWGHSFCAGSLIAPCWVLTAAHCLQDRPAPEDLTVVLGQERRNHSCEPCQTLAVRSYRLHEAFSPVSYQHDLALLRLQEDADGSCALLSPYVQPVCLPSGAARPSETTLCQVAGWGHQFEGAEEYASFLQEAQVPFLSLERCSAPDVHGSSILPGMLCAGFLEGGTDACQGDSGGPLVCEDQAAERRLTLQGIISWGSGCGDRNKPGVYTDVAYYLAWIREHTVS
FXIa inh = human FXIa protease inhibitors, primary screen, biochemical, single compound per well | hit rate 0.3% among 33,000 | AID 687, 2007 | Coagulation factor XI (Homo sapiens), P03951 | inhibition, % at 10 µM | purified human FXIa, fluorogenic AMC substrate cleavage;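 active = inhibition above 40% in the primary screen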;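 also: 0% = enzyme without compound and 100% = blank wells lacking enzyme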
Numbers without * were called inactive. The list is partial, so the mix of outcomes need not match the whole.

The first 5 compounds as a preview:
No.	FXIIa single	FXIa inh	SMILES
1	-14.2	21.5	Cc1cc(C)nc(SCCn2c(N(C)Cc3ccccc3)nc3c2c(=O)n(C)c(=O)n3C)n1
2	4.5	0.4	CC1(C)Cc2c(c(N3CCOCC3)nc3snc(N)c23)CO1
3	1.1	-0.6	Cc1ccc(C)c(S(=O)(=O)NCCOc2nc(NC(C)C)nc(NC(C)C)n2)c1
4	11.8	7.2	O=C(O)CCCCCNC(=O)c1ccc(Br)cc1
5	5.5	-8.1	N#Cc1ccc(CSc2nnc(COc3ccccc3)n2-c2ccccc2)cc1

All compounds of this part, from the first entry:
No.	FXIIa single	FXIa inh	SMILES
1	-14.2	21.5	Cc1cc(C)nc(SCCn2c(N(C)Cc3ccccc3)nc3c2c(=O)n(C)c(=O)n3C)n1
2	4.5	0.4	CC1(C)Cc2c(c(N3CCOCC3)nc3snc(N)c23)CO1
3	1.1	-0.6	Cc1ccc(C)c(S(=O)(=O)NCCOc2nc(NC(C)C)nc(NC(C)C)n2)c1
4	11.8	7.2	O=C(O)CCCCCNC(=O)c1ccc(Br)cc1
5	5.5	-8.1	N#Cc1ccc(CSc2nnc(COc3ccccc3)n2-c2ccccc2)cc1
6	-13.1	34.2	CC(=O)c1cnc(Nc2nc(C)c3cc(C)c(C)cc3n2)nc1C
7	3.0	-9.2	O=C(NC1CCCCC1)N1CCN(C(c2ccccc2)c2ccccc2)CC1
8	8.2	-0.5	C[N+]1(CCNC(=O)/C=N/O)CCCCC1
9	13.5	-5.0	COC(=O)CC(NC(=O)c1ccco1)c1ccc(C(C)C)cc1 (stereo unspecified)
10	-10.0	18.6	O=C(O)CCn1c2c(c3ccccc31)CCCC2
11	-8.0	-6.2	COCCn1nnnc1C(c1cccs1)N1CCN(c2cccc(C(F)(F)F)c2)CC1 (stereo unspecified)
12	3.2	22.9	OC(COc1ccccc1)CSc1ncn[nH]1 (stereo unspecified)
13	6.0	9.9	CCCOP(=O)(OCCC)C1(Nc2ccc(C)cc2)CCCCC1
14	4.2	-9.4	CCCCCCCC1CC(CSC(=N)N)OC1=O (stereo unspecified)
15	16.2	3.6	COc1cccc(N2CCN(CC(=O)c3c(C)[nH]c4ccccc34)CC2)c1
16	13.6	5.3	CCCC1=NCCn2cccc21
17	9.4	0.3	CC1(C)CC(=O)C(C=NCCN2CCN(C(=O)c3ccc(Br)cc3)CC2)=C(O)C1
18	1.0	-4.8	O=C(c1ccc(-c2nnc(Nc3cccc(Cl)c3)c3ccccc23)cc1)N1C[C@H]2C[C@H](C1)c1cccc(=O)n1C2
19	-3.2	4.0	Cc1c(NC(=O)CSc2nc3ccccc3s2)c(=O)n(-c2ccccc2)n1C
20	4.2	-1.1	CC1CCCCC1NC(=O)c1ccc2c(c1)[nH]c(=O)n2C1CCCC1 (stereo unspecified)
21	3.6	11.9	Cc1ccc2nc(/C(C#N)=C/c3cn[nH]c3-c3ccc(F)cc3)[nH]c2c1
22	12.2	4.7	CC(NS(C)(=O)=O)C(c1cccs1)N1CCN(c2ccccc2)CC1 (stereo unspecified)
23	3.4	0.6	Nc1nc(SCc2ccc3c(c2)OCO3)n[nH]1
24	8.2	4.7	Cc1ccc(C(=O)NCc2ccco2)cc1S(=O)(=O)N1CCOCC1
25	-115.8	-43.0	Cc1cc(=O)oc2c(CN3CCC(C)CC3)c(O)c(Cl)cc12
26	4.4	-5.7	CCCCn1nnc(NC(=O)c2ccc(-c3cccc(Cl)c3)o2)n1
27	2.0	12.8	COc1ccc(CNc2oc(COc3ccccc3Cl)nc2C#N)cc1
28	4.1	5.2	O=C(Nc1cc(C(F)(F)F)ccc1N1CCOCC1)c1n[nH]c(=O)c2ccccc12
29	5.7	-4.1	COc1ccc(C(O)c2nccn2Cc2ccccc2)cc1OC (stereo unspecified)
30	-13.9	-1.4	Cc1ccc2c(c1)N(CC(=O)NCc1cccnc1)C(=O)CO2
31	4.6	6.4	Cn1c(=O)c2[nH]c(-c3ccccc3)nc2n(C)c1=O
32	4.3	11.2	CCCCn1c(SCC(=O)c2ccc3c(c2)OCCO3)nnc1-c1ccoc1C
33	3.9	0.7	Cc1cnc(NC(=O)CSc2nnc(-c3ccc(Cl)cc3Cl)n2N)s1
34	-3.6	-2.9	CN(C)c1ccc(C(=O)Nc2ccc(S(=O)(=O)NC3=NCCCCC3)cc2)cc1
35	-1.0	1.0	C/C(=N\NS(=O)(=O)c1ccc(C)cc1)c1ccc(C)s1
36	3.0	-7.2	CC(C)CC(NC(=O)c1ccc(Cl)cc1Cl)C(=O)O (stereo unspecified)
37	9.8	12.1	CC1(C)CC(=O)C2=C(C1)N(c1ccc(F)cc1)C(N)=C(C#N)C2c1cccs1 (stereo unspecified)
38	-14.3	26.5	CCn1cc(C(=O)NCc2ccccc2)c(=O)c2cc(F)c(N3CCN(C(=O)c4ccco4)CC3)cc21
39	12.9	-1.3	COC(=O)COc1ccc(=O)n(-c2ccccc2)n1
40	4.8	16.7	O=CN1CCN(C(=O)c2ccccc2Cl)CC1
41	-14.6	-0.4	Cn1nnnc1SCCNCc1cccc2ccccc12
42	4.7	3.1	CCOC(=O)C1CN(S(=O)(=O)c2ccc(C)cc2)CCN1S(=O)(=O)c1ccc(C)cc1 (stereo unspecified)
43	7.1	5.7	O=C(N=c1nc2ccccn2s1)c1ccccc1
44	7.6	1.7	Nc1ccc(-n2nncc2-c2ccccc2)cc1
45	1.3	7.8	CCN(c1ccc(NC(=O)COC(=O)c2ccc3ccccc3n2)cc1)C(C)C
46	-13.0	4.5	Cc1ccc(-c2nnc(SCC(=O)N3c4ccccc4NC(=O)C3(C)C)n2N)cc1
47	2.3	-2.1	C#CCN1C(=O)C(O)(CC(=O)c2cc(OC)ccc2OC)c2ccccc21 (stereo unspecified)
48	5.0	-1.2	Cc1ccc(SCCC(=O)N2CCC(C)CC2)cc1
49	1.4	-4.6	COc1ccc(Br)cc1CNCCSc1nnnn1C
50	10.0	9.0	CCOc1ccc(C2CC(=O)c3c([nH]c(C(=O)OC)c3C)C2)cc1OC (stereo unspecified)
51	0.2	-2.9	CCN(CC)CC(=O)Nc1ccc2c(c1)N(C(=O)CN(CC)CC)c1ccccc1CC2
52	6.6	-0.5	Cc1occc1-c1nnc(SCC(=O)N2CCOCC2)o1
53	6.2	7.5	CC(O)CN=c1cc(-c2ccccc2)oc2ccc(Cl)cc12 (stereo unspecified)
54	6.3	0.8	COC(=O)C(C(=O)NCC1CCCO1)C1CCCC1 (stereo unspecified)
55	-12.6	5.1	CCCN(Cc1cc2ccc(C)cc2[nH]c1=O)S(=O)(=O)c1ccccc1
56	3.6	3.1	COc1ccc(OC)c(C2CC(=O)Nc3cc(OC)c(OC)c(OC)c32)c1 (stereo unspecified)

More structures follow.
No.	FXIIa single	FXIa inh	SMILES
57	4.0	-6.3	CCOc1ccc(NS(=O)(=O)N(C)C)cc1
58	8.1	-9.0	COc1cccc(-c2cc(C(=O)NCCCn3ccnc3)no2)c1
59	4.3	6.0	CCOC(=O)c1cnn(-c2cc(C(C)(C)C)nc3c(-c4ccccc4)c(C)nn23)c1N
60	1.0	-5.6	CC(C)(C)OC(=O)N1CCC(C(=O)N[C@@H](Cc2ccccc2)C(=O)O)CC1
61	-16.2	36.5	Cc1cc(NC(=O)C2CCN(S(=O)(=O)c3cccs3)CC2)no1
62	7.8	5.1	CCC(C)N=Cc1c(NCc2ccco2)nc2c(C)cccn2c1=O (stereo unspecified)
63	4.8	-6.8	Cc1ccccc1N(CC(=O)NCCc1ccccc1)C(=O)c1ccc(N2CCCC2)nc1
64	7.5	7.7	CCOC(=O)CSc1nc(Nc2ccc3c(c2)OCO3)c2ccccc2n1

Arranged by count of non-hydrogen atoms (high to low): four of the compounds above
No.	FXIIa single	FXIa inh	SMILES
63	4.8	-6.8	Cc1ccccc1N(CC(=O)NCCc1ccccc1)C(=O)c1ccc(N2CCCC2)nc1
59	4.3	6.0	CCOC(=O)c1cnn(-c2cc(C(C)(C)C)nc3c(-c4ccccc4)c(C)nn23)c1N
60	1.0	-5.6	CC(C)(C)OC(=O)N1CCC(C(=O)N[C@@H](Cc2ccccc2)C(=O)O)CC1
58	8.1	-9.0	COc1cccc(-c2cc(C(=O)NCCCn3ccnc3)no2)c1

More results follow.
No.	FXIIa single	FXIa inh	SMILES
65	1.6	9.4	Cc1cc(C(F)(F)F)c(C#N)c(N2CCOCC2)n1
66	-2.4	-6.0	CC(C)c1cc(C(=O)O)n(-c2ccccc2)n1
67	4.1	2.9	CCc1nn2c(=O)cc(CSc3nc(C)cc(=O)[nH]3)nc2s1
68	4.3	-7.0	CSc1cccc(NS(=O)(=O)c2ccc(F)cc2)c1
69	1.2	-3.0	CC(NC(=O)Nc1ccccc1)c1ccccc1 (stereo unspecified)
70	5.0	8.0	Cc1cc(Oc2ccccc2)nc(SCC(=O)Nc2ccc(Cl)c(Cl)c2)n1
71	-13.5	16.4	COc1ccc(C(=O)c2ccc(N3CCN(C(=O)c4ccc(F)cc4)CC3)c(F)c2)cc1Br
72	-1.1	-2.6	O=C(Nc1ccccc1C(F)(F)F)N1CCCCCC1
73	-14.6	3.6	O=c1c2ccccc2nc(-c2ccco2)n1-c1nc2ccccc2s1
74	7.1	3.8	Cc1cccc(NC(=O)c2c(C)nc3ccccn23)c1
75	16.9	-1.2	O=C(CN(c1ccccc1)S(=O)(=O)c1ccc(Cl)cc1)Nc1ccccc1C(=O)N1CCCC1
76	6.5	-3.0	CC(C)c1nc(SCC(=O)N2CCCC2)c2ccccc2n1
77	5.2	1.2	Cc1ccc(CCC(=O)Nc2ccc(S(N)(=O)=O)cc2)o1
78	7.6	1.9	Nc1nonc1C(=O)NC(c1ccccc1)c1ccccc1
79	1.8	-0.2	Cc1cc(/C=C(\C#N)C(=O)NCc2cccs2)c(C)n1-c1ccccc1F
80	7.4	-6.8	CCCCSc1nnc(-c2ccc(OC)cc2)n1C
81	2.6	0.2	CCC1CCc2[nH]nc(C(=O)O)c2C1 (stereo unspecified)
82	4.6	-3.0	O=S1(=O)N=C(N2CCN(Cc3ccccc3)CC2)c2ccccc21
83	3.8	-10.1	CCOC(=O)CSC1=C(C#N)C(=O)NC(c2ccc(OC)cc2)S1 (stereo unspecified)
84	0.5	-9.6	CC(C)C(=O)OCCN=C1NS(=O)(=O)c2ccccc21
85	6.2	-1.5	CCCC(=O)Nc1ccc2oc(-c3ccncc3)nc2c1
86	9.2	8.2	CCn1nc(C(=O)OCC(=O)c2ccc3c(c2)OCCO3)c2ccccc2c1=O
87	4.5	-3.4	Cc1ccc(CNC(=O)c2ccc(NC(=O)CCS(=O)(=O)c3cccs3)cc2)cc1
88	7.0	3.5	CCOC(=O)CNC(=O)C1(c2ccccc2)CCCC1
89	-5.5	0.6	COc1ccc(NC2=NCC(=O)N2c2ccccc2F)c(OC)c1
90	-13.4	29.1	Cc1ccc(CN(C(=O)c2cc(=O)c3cc(Cl)c(C)cc3o2)C2CCS(=O)(=O)C2)cc1 (stereo unspecified)
91	7.4	-3.4	Cc1sc(/N=C/c2ccccc2O)c(C#N)c1C
92	-15.4	17.3	CCOc1ccc(S(=O)(=O)Nc2ccc(S(=O)(=O)N3CCCC3)cc2)cc1
93	4.0	-1.8	CCc1nc(N(CC)CC)c2oc3ccccc3c2n1
94	7.7	6.7	O=C(CCS(=O)(=O)c1ccc(Br)s1)NC1CCCC1
95	6.2	5.7	CC12CC(NC(=O)N1c1cccc(C(=O)N3CCN(c4ccccc4F)CC3)c1)c1ccccc1O2 (stereo unspecified)
96	8.5	-3.6	Cn1nnnc1SCCNCc1ccc(Cl)cc1
97	3.5	4.4	CCCc1nnc(NC(=O)CCN2C(=O)c3ccccc3C2=O)s1
98	-11.7	1.9	O=C(Nc1nnc(-c2ccccc2Cl)o1)c1ccc(S(=O)(=O)N2CCCCCC2)cc1
99	7.1	2.6	Cc1ccccc1CN1CCNC1=O
100	4.8	-4.2	Cc1ccc(NS(=O)(=O)c2cc(OCC(N)=O)c(C)cc2Cl)cc1C
101	3.7	8.6	Brc1cccc(-c2cnc3n2CCCCC3)c1
102	4.8	5.3	COc1ccc(S(=O)(=O)N2CCN(c3ccccn3)CC2)cc1OC
103	9.2	8.3	CCC/C(O)=N\S(=O)(=O)c1ccc(N=NN(C)C)cc1
104	4.3	-3.5	Cc1cc(C)c(NC(=O)CSc2nnc(SCC(=O)Nc3c(C)cc(C)cc3C)n2N)c(C)c1

Retrieved by compound from the list above:
No.	FXIIa single	FXIa inh	SMILES
102	4.8	5.3	COc1ccc(S(=O)(=O)N2CCN(c3ccccn3)CC2)cc1OC
100	4.8	-4.2	Cc1ccc(NS(=O)(=O)c2cc(OCC(N)=O)c(C)cc2Cl)cc1C
97	3.5	4.4	CCCc1nnc(NC(=O)CCN2C(=O)c3ccccc3C2=O)s1
104	4.3	-3.5	Cc1cc(C)c(NC(=O)CSc2nnc(SCC(=O)Nc3c(C)cc(C)cc3C)n2N)c(C)c1

Assay outcomes: PubChem, PCMD
